KB-V1 MDR tox: qHTS assay for MDR1-selective chemotherapeutics: Primary screen using the drug-selected MDR subline cells KB-V1 | 3.4% of 400,000 active | AID 1347076, 2019 | KB-V1 MDR cells viability, CellTiter-Glo, 72 h | Potency, µM (highest dose often 46.1 µM), for the others: top-dose activity change, negative = cytotoxicity, most hits filed as cytotoxic; also: % is scaled to controls: 0 for no effect and ±100 for the full control effect; nearly all actives have a fitted effect of over 60% in size
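Cytotoxicity toward P-gp-expressing KB-V1 cells was determined as loss of CellTiter-Glo luminescence after 72 h at 37 degrees C. Compounds were tested in quantitative HTS format across a concentration range, with curves fitted to normalized data.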
GLP-1R inv ag: qHTS of GLP-1 Receptor Inverse Agonists (Inhibition Mode); Potency, µM (series often up to 38.3 µM), for inactives: at the top dose activity change, negative = inhibition, hits mostly inhibitors; AID 624417, 2012; HEK293 GLP-1R CRE-luciferase, luminescence, 24 h; GLP-1R form is constitutively active; 1.6% of 410,000 active; Glucagon-like peptide 1 receptor (Homo sapiens), P43220; also: % is scaled to controls: 0 for no effect and ±100 for the full control effect; nearly all actives have a fitted effect of over 55% in size
Target sequence (P43220 whole entry, looked up): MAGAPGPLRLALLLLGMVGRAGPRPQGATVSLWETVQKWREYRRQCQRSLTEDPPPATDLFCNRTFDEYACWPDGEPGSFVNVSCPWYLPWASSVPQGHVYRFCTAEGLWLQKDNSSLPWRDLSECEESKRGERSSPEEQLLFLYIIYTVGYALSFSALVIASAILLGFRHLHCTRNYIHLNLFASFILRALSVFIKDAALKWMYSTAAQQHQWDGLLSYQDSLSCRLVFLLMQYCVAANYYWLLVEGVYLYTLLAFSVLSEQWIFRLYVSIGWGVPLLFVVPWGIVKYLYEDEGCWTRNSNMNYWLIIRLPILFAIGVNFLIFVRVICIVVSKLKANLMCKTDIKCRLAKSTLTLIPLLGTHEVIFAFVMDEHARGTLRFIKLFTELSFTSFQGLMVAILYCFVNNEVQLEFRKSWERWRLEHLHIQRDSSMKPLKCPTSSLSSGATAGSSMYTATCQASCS
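Cells are plated, allowed 12 hours at 37 deg C, then treated with compounds for 24 hr before luciferase detection reagent is added and luminescence is read after 12 min at room temperature. The HEK293 line carries constitutively active GLP-1R with a cAMP-responsive reporter.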
HT1080-NT tox: qHTS for induction of synthetic lethality in tumor cells producing 2HG: qHTS for the HT-1080-NT fibrosarcoma cell line. HT-1080-NT fibrosarcoma viability, CellTiter-Glo ATP luminescence, 48 h. Potency, µM (titrated, usually from 46.1 µM), inactives show at the highest dose activity, negative = less viability, usual class: cytotoxic. 1.6% of 360,000 active;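 also: NT is the 2HG producing partner of a matched IDH1 knockdown line; 0% = DMSO-treated cells and -100% = media-only wells without cells; nearly all actives have a fitted effect of over 55% in size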
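Viability by CellTiter-Glo luminescence after 48 h compound exposure at 37C of HT-1080-NT cells (750/well, RPMI, 5% FBS). % activity scaled between DMSO wells and medium-only wells, then curve-fitted and categorized by curve class.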
KB-3-1 cytotox: qHTS assay for MDR1-selective chemotherapeutics: Primary screen using the parental adenocarcinoma cell KB-3-1; 1.4% of 400,000 active; KB-3-1 viability, CellTiter-Glo ATP luminescence, 72 h; Potency, µM (series often up to 46.1 µM), without a hit: at the top dose activity change, negative = cytotoxic, usual class: cytotoxic; also: % is scaled to controls: 0 for no effect and ±100 for the full control effect; nearly all actives have a fitted effect of over 60% in size
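Multi-concentration cytotoxicity screen in KB-3-1 cells grown in DMEM lacking phenol red with 10% FBS. After 72 h at 37 °C with compound, ATP-dependent luminescence was recorded.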
SW480 rereplic: A quantitative high throughput screen for small molecules that induce DNA re-replication in SW480 colon adenocarcinoma cells | SW480 DNA re-replication, Hoechst DNA content imaging, 48 h | 1.8% of 340,000 active | AID 624297, 2012 | Potency, µM (highest dose often 46.1 µM), inactives show at the top dose re-replication activation, hits mostly activators; also: % of control where 0% means no effect; nearly all actives have a fitted effect of over 55% in size
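Per well, 250 cells were exposed to pinned compound for 48 hr. Nuclear DNA was visualised with Hoechst (40 min, 37 C) and total object intensity recorded by fluorescence scanning.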
HT1080 IDH1KD tx: qHTS for induction of synthetic lethality in tumor cells producing 2HG: qHTS for the HT-1080-IDH1KD cell line; HT-1080 IDH1 knockdown viability, ATP luminescence, 48 h; Potency, µM (series often up to 46.1 µM), without a hit: top-dose activity, negative = toxicity, usual class: cytotoxic; 2% of 360,000 active; AID 686971, 2013;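 also: 0% = DMSO wells and -100% = cell-free medium wells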
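Knockdown cells (IDH1KD HT-1080) received compounds 2 h after plating at 750 cells/well and were kept 48 h at 37 °C in 5% FBS RPMI. A CellTiter-Glo luminescence read gave % activity for curve fitting.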
GLP-1R agonist: qHTS of GLP-1 Receptor Agonists; AID 624172, 2012; 0.007% of 380,000 active; HEK293 GLP-1R CRE-luciferase, luminescence, 4-6 h; cells express a hypersensitive GLP-1R form; Glucagon-like peptide 1 receptor (Homo sapiens), P43220; Potency, µM (series often up to 45.6 µM), for the others: at the highest dose activation, usual class: activators; also: % of control where 0% means no effect
TDP43 rescue: qHTS of TDP-43 Inhibitors | Potency, µM (titrated, usually from 46.1 µM), for inactives: at the top dose growth rescue (activation), actives largely listed as activators | 1.8% of 410,000 active | TDP-43 expressing yeast growth rescue, BacTiter-Glo, 24 h; also: % of control where 0% means no effect; nearly all actives have a fitted effect of over 50% in size
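Growth rescue of TDP-43-toxic yeast measured as ATP luminescence (BacTiter-Glo). Cells grown to mid-log in raffinose, induced in galactose at OD600=0.02, exposed to compound 24 hr at 30 deg C.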
HEK293 tox: qHTS of GLP-1 Receptor Inverse Agonists: Cytotox Screen. HEK293 cAMP-luciferase reporter cells, luminescence, 24 h. Potency, µM (top dose mostly 38.3 µM), without a hit: top-dose activity change, negative = inhibition, hits mostly inhibitors. 0.13% of 410,000 active. AID 624418, 2012;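 also: loss of luciferase light is scored as toxicity; % is scaled to controls: 0 for no effect and ±100 for the full control effect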
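Cells in DMEM/10% Nu serum/1% pen-strep, 1536-well format. Pre-incubated 12 h, dosed with 23 nL compound, incubated a further 24 h. Luciferase detection, 12 min at room temp, luminescence.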
An asterisk follows results filed as active; ? = inconclusive; nt = no result given; & = joins results of further samples; [ ] = dose if it differs, or a comment. Calls follow the shape of the dose curve; as a rule, active = well fitted curve in the direction sought with a large enough effect; inconclusive = small, poorly fitted or top-dose-only effect, or another doubt; inactive = no such curve, though single readings can be large; an effect the other way counts as inactive or inconclusive. Potency is read from the fitted curve at half-maximal effect. Compounds were not picked by outcome (roughly 9.4% active in at least one column).

compound	KB-V1 MDR tox	GLP-1R inv ag	HT1080-NT tox	KB-3-1 cytotox	SW480 rereplic	HT1080 IDH1KD tx	GLP-1R agonist	TDP43 rescue	HEK293 tox
Cc1ccccc1NC(=O)NC1CCCCC1C (stereo not given)	0%	7%	15%	-4%	?	17%	10%	0%	13%
Cn1c(=O)[nH]c(=O)c2c1nc(SCC(O)CO)n2Cc1ccccc1Cl (stereo not given)	1%	55%[activator]	9%	6%	7%	-4%	1%	-13%	-5%
COCCCNC(=O)c1ccc(NC(C)=O)cc1	-41%	1%	3%	11%	2%	5%	10%	-2%	2%
CCC(=O)N1CCC(C)(C(=O)Nc2ccc3c(c2)OCCO3)C1 (stereo not given)	-4%	17%	24%	5%	nt	14%	-7%	3%	2%
Cc1nnc(SCCCn2c(N3CCCCC3)nc3c2c(=O)[nH]c(=O)n3C)s1	?	1%	-7%	29%	-7%	-6%	9%	11%	-16%
Clc1ccc2c(NCc3ccco3)ncnc2c1	3%	11%	-12%	-7%	-5%	-16%	25%	10%	-3%
COC(C(=O)Nc1ccc(C(C)=O)cc1)c1ccccc1 (stereo not given)	-11%	6%	22%	27%	-5%	10%	5%	8%	13%
Cc1ccc(O)c(CNc2ccc(S(=O)(=O)Nc3nccs3)cc2)c1	17%	22%	-1%	1%	-4%	-6%	5%	0%	6%
O=C(O)/C=C/C(=O)Nc1cccc2cccnc12	11%	16%	11%	-16%	26%	6%	3%	-6%	-3%
CCCC(O)c1nc2ccccc2n1CCCCOc1ccc(OC)cc1 (stereo not given)	4%	?	nt	-23%	nt	nt	nt	4%	-8%
COc1ccc(OCCN2C(=O)c3ccccc3C2=O)cc1	0%	29%	15%	-2%	-3%	15%	-1%	19%	20%
Cc1ccccc1NC(=O)CSc1nc2ccc(NC(=O)c3ccco3)cc2s1	-4%	-23%	nt	-20%	nt	nt	nt	?	-5%
COc1ccc(N2C(=NC(=O)CC3CCCCC3)SC3CS(=O)(=O)CC32)cc1 (stereo not given)	-4%	2%	0%	-11%	0%	15%	-6%	-3%	-2%
CSc1nc(-c2ccccc2)nc(N2CCCC2)c1C(C)=O	-3%	4%	3%	0%	-5%	-6%	17%	10%	48%[activator]
O=C(O)c1cc([N+](=O)[O-])ccc1-c1ccc([N+](=O)[O-])cc1C(=O)O	-2%	7%	9%	11%	nt	17%	-1%	16%	18%
CC1CCCCC1NC(=O)Cn1cnc2ccccc2c1=O (stereo not given)	4%	9%	9%	15%	-10%	8%	-6%	-15%	-9%
COc1ccc(OCc2nnc(SC3CCOC3=O)n2-c2ccccc2)cc1 (stereo not given)	7%	1%	?	2%	19%	7%	13%	0%	10%
O=C(O)CCN1Cc2ccccc2C1=O	13%	1%	-3%	-3%	-2%	-1%	4%	-23%	9%
CC1Oc2ccccc2N(CC(=O)NCC2CCCO2)C1=O (stereo not given)	3%	2%	-8%	12%	-3%	1%	0%	14%	4%
CC(OC(=O)/C(C#N)=C/c1ccc(N(C)C)cc1)C(=O)N(C)c1ccccc1 (stereo not given)	18µM*	?	-1%	3%	4%	-6%	-6%	15%	68%[activator]
O=C(CN(CCc1ccccc1)C(=O)CN1C(=O)COc2ccccc21)NCc1ccco1	14%	0%	4%	10%	-1%	0%	5%	-9%	?
CCC(c1nnc(SCC(=O)Nc2ccc(NC(C)=O)cc2)n1Cc1ccccc1)N(C)C (stereo not given)	5%	15%	5%	0%	1%	18%	3%	11%	7%
O=S(=O)(Nc1ccc(-c2ccc(N3CCCC3)nn2)cc1)c1cc(F)ccc1F	7%	12%	nt	-15%	nt	nt	nt	19%	-21%
[O-]/C(=C(\C(=S)NCc1ccccc1)[n+]1ccccc1)c1ccc(Cl)s1	-22%	12%	5%	-8%	-3%	0%	6%	13%	-1%
CCc1cc(C(=O)OC)c(NC(=O)CC2SC(=NC)N(C)C2=O)s1 (stereo not given)	2%	6%	1%	8%	-3%	15%	9%	1%	-2%
COc1ccc(-n2c(Cc3cccn3C)nnc2SCC(=O)Nc2ccccc2OC)cc1	6%	9%	-2%	-9%	-5%	-3%	-3%	-5%	1%
COC(=O)C1CCN(Cc2ccc(C)cc2)CC1	3%	-11%	15%	6%	6%	10%	-8%	1%	23%
Cc1ccc2c(COC(=O)C3=COCCO3)cc(=O)oc2c1	16%	-14%	-8%	15%	-1%	-5%	4%	-23%	-5%
O=C(NCCC1CCCCN1S(=O)(=O)c1cccs1)C(=O)Nc1ccc(F)cc1 (stereo not given)	?	?	-12%	?	?	?	19%	16%	?
CN(C)S(=O)(=O)c1cc(C(=O)NCc2ccccc2)c(Cl)cc1Cl	?	-10%	-3%	-10%	-34%[inhibitor]	-4%	14%	3%	-2%

Arranged by length of the SMILES (descending): some entries from above
compound	KB-V1 MDR tox	GLP-1R inv ag	HT1080-NT tox	KB-3-1 cytotox	SW480 rereplic	HT1080 IDH1KD tx	GLP-1R agonist	TDP43 rescue	HEK293 tox
Cc1ccc(O)c(CNc2ccc(S(=O)(=O)Nc3nccs3)cc2)c1	17%	22%	-1%	1%	-4%	-6%	5%	0%	6%
COC(C(=O)Nc1ccc(C(C)=O)cc1)c1ccccc1 (stereo not given)	-11%	6%	22%	27%	-5%	10%	5%	8%	13%
O=C(O)/C=C/C(=O)Nc1cccc2cccnc12	11%	16%	11%	-16%	26%	6%	3%	-6%	-3%

(cont.)
compound	KB-V1 MDR tox	GLP-1R inv ag	HT1080-NT tox	KB-3-1 cytotox	SW480 rereplic	HT1080 IDH1KD tx	GLP-1R agonist	TDP43 rescue	HEK293 tox
COC(=O)c1cc(NC(=O)COC(=O)C2CCC2)cc(C(=O)OC)c1	-3%	3%	-8%	15%	-1%	-5%	-4%	20%	0%
COCc1c(C#N)c(NCCc2ccccc2)nc(C)c1[N+](=O)[O-]	-28%	-8%	-7%	?	3%	-1%	3%	1%	15%
COc1cccc2[nH]c(C(=O)NCC3CCCO3)cc12 (stereo not given)	-7%	18%	-20%	?	-4%	-2%	-6%	-7%	3%
CC(C)Oc1ccc(S(=O)(=O)N2CCOCC2)cc1NC(=O)Cc1ccsc1	4%	6%	-3%	-10%	-1%	-1%	16%	12%	8%
O=[N+]([O-])c1cccc2[nH]ncc12	0%	5%	8%	3%	1%	26%	0%	0%	-12%
Oc1ccc(NC(=S)N=Nc2c(O)[nH]c3ccc(Br)cc23)cc1	?	-11%	?	-25%	?	21µM*	6%	-17%	?
CC(C)(C)NC(=O)CSc1nc2cc(S(=O)(=O)N3CCCCC3)ccc2o1	-16%	3%	2%	3%	-19%	7%	0%	10%	-4%
CCOC(=O)CSc1nc2ccccc2c(=O)n1CC1CCC(C(=O)NCc2ccco2)CC1 (stereo not given)	?	7%	-13%	4%	16%	2%	-9%	0%	7%
CC(=O)N1c2ccc(S(=O)(=O)N(C)CC(=O)N(Cc3ccccc3)C(C)C)cc2CC1C (stereo not given)	-7%	9%	nt	-6%	nt	nt	nt	9%	-2%
Cn1cc[nH]c1=S	8%&2%	7%	26%	?	-19%	9%	-10%	9%	3%
CCCCNC(=O)CCNC(=O)c1ccc(C(C)(C)C)cc1	15µM*	-6%	10%	0%	-5%	4%	1%	-11%	-18%
COC(=O)/C=C1\OCc2cc(OC)c(OCc3ccccc3)cc21	-19%	3%	14%	18%	nt	3%	nt	26%	10%
COCC(=O)Nc1cc(OC)ccc1OC	-8%	16%	1%	-1%	-5%	2%	9%	0%	23%

Laid out differently: results already given.
CC(=O)N1c2ccc(S(=O)(=O)N(C)CC(=O)N(Cc3ccccc3)C(C)C)cc2CC1C (stereo not given)
- KB-V1 MDR tox: -7%
- GLP-1R inv ag: 9%
- HT1080-NT tox: nt
- KB-3-1 cytotox: -6%
- SW480 rereplic: nt
- HT1080 IDH1KD tx: nt
- GLP-1R agonist: nt
- TDP43 rescue: 9%
- HEK293 tox: -2%

CC(C)Oc1ccc(S(=O)(=O)N2CCOCC2)cc1NC(=O)Cc1ccsc1
- KB-V1 MDR tox: 4%
- GLP-1R inv ag: 6%
- HT1080-NT tox: -3%
- KB-3-1 cytotox: -10%
- SW480 rereplic: -1%
- HT1080 IDH1KD tx: -1%
- GLP-1R agonist: 16%
- TDP43 rescue: 12%
- HEK293 tox: 8%

From PubChem
